RSV antiviral HEp-2 – RSV antiviral activity via CPE protection, HEp-2 cells, primary 10 µM value included (AID 2391) | 310,000 compounds, 0.13% hits | HEp-2 cells, RSV-induced CPE inhibition; higher % means a stronger effect | CPE inhibition, % at 10 µM; hits with a dose series show IC50 in µM; in the data active = a potency from the dose series; inconclusive = CPE inhibition mostly from about 23% at the one dose, without a potency; inactive = the rest, 99 in 100 with CPE inhibition below about 21%; also: strong numbers were not always called active
West Nile antiviral – West Nile virus antiviral activity, cell-based, CPE readout (AID 1621); West Nile virus-infected cells, CPE inhibition; higher % means a stronger effect; CPE inhibition, % at 10 µM, or IC50 in µM where a hit was titrated; 290,000 compounds, 0.02% hits; in the data active = a potency from the dose series; inconclusive = CPE inhibition mostly from about 3.7% at the one dose, without a potency; inactive = the rest, 99 in 100 with CPE inhibition below about 2.2%; also: strong numbers were not always called active
NTR1 agonist – agonists of NTR1, primary screen, imaging, U2OS cells, beta-arrestin-GFP, high content (AID 493036) | P30989 | NTR1-U2OS beta-arrestin-GFP spot imaging, agonist mode | activation, % at 20 µM | 330,000 compounds, 0.17% hits;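 active = activation at or above 40% of the spot to cytoplasm intensity ratio, with at least 20 cells analyzed; inconclusive = wells under 20 cells, flagged as cytotoxic or low count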;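 also: 0% = DMSO without peptide and 100% = 100 nM NTR1 peptide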
Target sequence (P30989 whole entry, looked up): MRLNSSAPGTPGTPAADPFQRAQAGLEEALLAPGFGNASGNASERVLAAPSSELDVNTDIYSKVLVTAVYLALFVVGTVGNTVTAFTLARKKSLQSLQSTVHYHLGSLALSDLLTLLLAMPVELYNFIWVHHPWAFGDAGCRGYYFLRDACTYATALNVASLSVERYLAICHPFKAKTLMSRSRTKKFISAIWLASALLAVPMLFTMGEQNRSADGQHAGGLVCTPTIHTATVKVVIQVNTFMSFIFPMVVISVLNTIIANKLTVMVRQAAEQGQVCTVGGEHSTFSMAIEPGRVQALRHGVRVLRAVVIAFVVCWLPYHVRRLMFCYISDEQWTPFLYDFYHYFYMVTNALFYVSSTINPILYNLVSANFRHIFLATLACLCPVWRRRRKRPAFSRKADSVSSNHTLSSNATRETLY
MgcRacGAP inhibition – MgcRacGAP GTPase-activating activity inhibitors, confirmation, biochemical, ADP Hunter fluorescence; MgcRacGAP-stimulated Rac1 GTP hydrolysis, ADP Hunter fluorescence; higher % means a stronger effect; GST-tagged Rac1 F28L mutant substrate; inhibition, % at 30 µM; hits with a dose series show IC50 in µM; 340,000 compounds, 0.6% hits; AID 624330;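 active = first-screen hits whose inhibition reached a set limit at any dose in the follow-up dose series; inconclusive = inhibition above the set first-screen limit but never retested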;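 also: fluorescence reports GDP produced by GAP-driven GTP hydrolysis; strong numbers were not always called active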
NS5 inhibitors – Dengue-2 NS5 methyltransferase inhibitors, primary screen, biochemical, confirmation dose response (AID 588689); Dengue-2 NS5 methyltransferase capping enzyme assay, biochemical; higher % means a stronger effect; one-dose inhibition, % at 25 µM; IC50 in µM for titrated hits; 340,000 compounds, 0.3% hits; in the data active = a potency from the dose series; inconclusive = inhibition above about 29% without an active follow-up result
Siah-1 displacement – Siah-1 peptide-binding antagonists, primary screen, biochemical, fluorescence polarization, rhodamine-plectin, uHTS (AID 1817); displacement, % at 20 µM, or IC50 in µM where a hit was titrated; Siah-1 / rhodamine-plectin peptide fluorescence polarization; higher % means a stronger effect; 290,000 compounds, 0.02% hits;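 active = displacement of at least 50% at 20 µM, with a fluorescence ratio check between 0.3 and a set limit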;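 also: plate controls were Siah plus tracer with DMSO for no effect and tracer alone without Siah for full effect; strong numbers were not always called active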
AID2073 – disruptors of CaV2.2 binding to Mint1 – biochemical, HTRF (AID 2073); 290,000 compounds, 0.19% hits; HTRF protein-protein interaction, Mint1-CaV2.2; higher % means a stronger effect; one-dose inhibition, % at 20 µM; IC50 in µM for titrated hits; in the data active = inhibition mostly above about 51%, no sharp cut-off; inconclusive = no clear call, values can overlap the other calls; inactive = mostly below about 53%; also: some results filed as inactive read as strong as hits
UTI89 phage lysis – protection from phage-mediated lysis, alamar blue read-out – E. coli UTI89, K1F phage, bacterial capsule biogenesis inhibitors (AID 488966); E. coli UTI89 K1F phage lysis, alamar blue, 2 h; higher % means a stronger effect; one-dose inhibition, % at 100 µM; IC50 in µM for titrated hits; 340,000 compounds, 0.02% hits;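 active = phage lysis inhibition, versus mean bacterial control, above a set limit; inconclusive = no clear call, values can overlap the other calls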;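 also: capsule biogenesis inhibitors block K1F phage lysis so surviving cells raise fluorescence; higher fluorescence means more inhibition of phage lysis; actives were called in the ten point dose series up to 300 µM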
SV40 large T antigen – TAg ATPase/helicase activity blockers – biochemical (AID 1903); SV40 large T antigen ATPase/helicase inhibition assay; higher % means a stronger effect; 310,000 compounds, 0.39% hits; inhibition, % at 20 µM; hits with a dose series show IC50 in µM; in the data active = a potency from the dose series; inconclusive = inhibition mostly from about 32% at the one dose, without a potency; inactive = the rest, 99 in 100 with inhibition below about 32%; also: strong numbers were not always called active
NTR1 agonist cell count 20 µM – recorded beside NTR1 agonist, whose call it bears; cell count; measured here: cell count, cytotoxicity flag
NS5 inhibitors pilot replicate – second read-out of NS5 inhibitors, no call of its own (marks repeat the call); inhibition, %; measured here: pilot screen replicate inhibition
Starred values were filed as active, the others as inactive; ? = inconclusive; / = not tested or not shown; [ ] = dose if it differs, or a comment.

SMILES | RSV antiviral HEp-2 | West Nile antiviral | NTR1 agonist | NTR1 agonist cell count 20 µM | MgcRacGAP inhibition | NS5 inhibitors | Siah-1 displacement | AID2073 | UTI89 phage lysis | SV40 large T antigen | others
CCN(CC(=O)Nc1ccc(NC(C)=O)cc1)C(=O)/C=C/c1ccc(S(=O)(=O)N2CCCCCC2)cc1 | 21% | -0.6% | 0.5 | 59 | 3% | 3% | -2% | 7% | 1.2%[50 µM] | 36%
Cc1cccc(NC(=O)CNC(=O)c2cccs2)n1 | 1.2% | / | -1.3 | 52 | -7% | -9% | / | / | 0.2%[50 µM] | -1%
Nc1nc2nonc2nc1N | 0.0% | 0.4% | -0.7 | 54 | / | / | 9% | 15% | / | 24%
O=C(NCCO)C(=O)NCC1OCCCN1S(=O)(=O)c1cc(F)ccc1F (stereo unspecified) | 0.9% | 0.2% | -0.9 | 60 | 7% | -6% | 3% | 4% | -0.5% | 28%
CCN(CC)C(=O)CSc1nc2ccccc2c(=O)n1CCC(=O)NCCc1ccc(OC)c(OC)c1 | 0.2% | -0.5% | 0.6 | 54 | 2% | -1% | 0% | -8% | -0.1% | 18%
O=C(Nc1ccccc1N1CCCCC1)c1ccc(-c2ccc(Cl)cc2)o1 | 1.8% | -0.5% | 3.8 | 61 | 1% | -2% | 32% | 15% | 2.6%[50 µM] | 4%
Cc1cc(C)cc(OC(=O)C23CCC(C)(C(=O)O2)C3(C)C)c1 (stereo unspecified) | 0.7% | 0.3% | -1.1 | 66 | 0% | -7% | 12% | -18% | -0.2%[50 µM] | 14%
COc1cc(C2C(C#N)=C(N)Oc3cc(C)n(CC4CCCO4)c(=O)c32)cc2c1OCO2 (stereo unspecified) | / | -0.4% | / | / | 12% | -3% | -5% | 8% | 0.1% | -3%
O=C(Cc1ccc(S(=O)(=O)N2CCOCC2)s1)NNC(=O)c1ccccc1Cl | 2.1% | / | 6.3 | 57 | -6% | -11% | / | / | -0.1%[50 µM] | /
O=[N+]([O-])c1ccc(CN2CCOCCOCCN(Cc3ccc([N+](=O)[O-])cc3)CCOCC2)cc1 | -0.7% | -0.7% | -0.3 | 93 | 4% | 1% | -5% | -4% | -0.1% | 9%
CC(OC(=O)Cc1n[nH]c(=O)c2ccccc12)C(=O)Nc1cc(Cl)cc(Cl)c1 (stereo unspecified) | -0.1% | / | 2.4 | 55 | 6% | -4% | / | / | 1.1%[50 µM] | 11%
CSC(=NC#N)N1CCN(c2ccccn2)CC1 | 0.2% | 1.2% | -0.7 | 50 | 6% | -9% | 1% | -4% | -0.1% | 20%
COC(C(=O)NC1CCCCCCC1)c1ccccc1 (stereo unspecified) | 1.1% | 0.1% | 0.7 | 53 | 5% | 6% | 3% | 24% | 0.4% | 0%
CC(=O)NC12CC3CC(C1)CC(C(=O)NCc1ccc(C)cc1)(C3)C2 | 1.0% | -0.3% | -1.0 | 49 | 5% | -2% | 10% | -4% | 0.2% | 1%
Cc1ccc(N2C(=O)C3CCCN3C2=S)cc1C (stereo unspecified) | -0.3% | -0.3% | -1.3 | 119 | -8% | -25% | 4% | -16% | 1.5% | 2%
Cc1ccc(C(=O)NCC(=O)OCCCn2c(=O)[nH]c3ccccc32)cc1 | -1.3% | / | -1.2 | 48 | 7% | -1% | / | / | 1.8%[50 µM] | 19%
C=CC(C)(C)O[C@@H]1O[C@H](CO)[C@@H](O)[C@H](O)[C@H]1O | 1.1% | / | -0.1 | 48 | 7% | 4% | / | / | 0.1% | /
COc1cc(CNCCN2CCOCC2)ccc1OCC(=O)NC(C)(C)C | -2.0% | -0.2% | 1.1 | 53 | 7% | -5% | 0% | ? | 0.1% | 3%
CN(CC(=O)Nc1ccccc1Cl)C(=O)COC(=O)c1cnccn1 | 0.9% | 0.1% | -0.3 | 62 | 6% | 3% | -1% | 4% | -0.2% | 11%
CCN1CCN(C(=O)c2ccccc2Nc2ccc(SC(F)F)cc2)CC1 | -1.2% | -0.2% | -1.9 | 71 | 10% | -7% | 4% | -10% | 0.3% | 6%
Cc1ccc(OC(=O)COc2ccccc2C)c(-n2nc3ccccc3n2)c1 | -0.4% | -0.1% | -0.5 | 42 | -3% | -5% | 4% | 10% | 1.1% | 9%
CSc1ccc(CN(C)C(=O)C23CC4CC(CC(Cl)(C4)C2)C3)cc1 | ? | -0.8% | 5.5 | 50 | 10% | -3% | 6% | 2% | 0.2% | 11%
CC(=O)OCC(=O)[C@@]1(O)[C@H](C)C[C@H]2[C@@H]3CCC4=CC(=O)C=C[C@]4(C)[C@@]3(F)[C@@H](O)C[C@@]21C | -2.6% | 0.4% | -0.4 | 44 | 3% | 1% | -2% | -4% | 7.5% | 3%
CC(=O)c1cc2c(cc1NC(=O)CSc1nc3ccccc3o1)OCO2 | 1.8% | -0.1% | 3.6 | 34 | 8% | -1% | -3% | 1% | 3.5% | 8%
COC(=O)c1ccc(SCC(=O)NC2CCCCC2)c([N+](=O)[O-])c1 | 0.0% | -1.6% | -0.8 | 70 | -8% | 5% | -2% | 3% | 2.9%[50 µM] | 19%
Cn1c(NC(=O)COc2ccccc2)cc(=O)n(C)c1=O | 0.7% | -0.1% | 0.5 | 57 | 2% | -2% | -5% | 2% | -1.9% | -2%
CN(CC(=O)NCCCc1ccccc1)S(=O)(=O)c1ccc(Br)cc1 | 3.4% | -1.2% | -0.5 | 56 | 11% | / | 14% | -2% | 2.8% | 7%
C=CCNc1nc2c3ccccc3n(C(C)=O)c2s1 | 1.6% | 0.1% | -5.8 | 108 | 25% | 3% | -1% | 54% | -2.2% | 25%
C=C(C)C(=O)Nc1cccc(C2=NOC3(C2)C[C@H](C(N)=O)N(C(=O)c2ccccc2)C3)c1 (stereo partly specified) | 1.4% | -0.5% | -2.9 | 87 | 1% | 5% | 4% | 38% | 0.2% | -4%
C/C(=N\NC(=O)c1cc2ccccc2cc1O)c1cc2ccccc2o1 | 6.6% | -0.3% | 13 | 60 | 10% | 3% | 20% | 47% | -0.3%[50 µM] | 9%
CCOc1ccc(C(=O)NCC(=O)NC(C)c2ccc(-n3ccnc3)cc2)cc1OCC (stereo unspecified) | 0.9% | -0.3% | -0.9 | 55 | 6% | 2% | 11% | -2% | 0.2% | 5%
COc1ccc(CC(=O)OCC(=O)Nc2cc(S(=O)(=O)N3CCOCC3)ccc2N2CCCC2)cc1 | -1.6% | 1.4% | 0.4 | 45 | 8% | -14% | -3% | 6% | 0.1% | 3%
O=Cc1ccc2cccnc2n1 | 4.0% | -0.2% | 2.4 | 48 | 11% | -9% | -2% | -3% | 0.3% | -11%
Cc1ccc(NC(=O)C2C3CCCCC32)cc1[N+](=O)[O-] (stereo unspecified) | -0.1% | -1.6% | -0.1 | 70 | 4% | 4% | 0% | -4% | 0.1% | 1%
COC(=O)c1cccc(NC(=O)/C=C/c2ccc3c(c2)OCO3)c1 | 0.2% | -0.5% | 7.9 | 59 | 6% | 0% | 5% | 2% | 8.4% | 8%
CCOc1ccccc1NC(=O)NC(=O)N(C)S(=O)(=O)c1ccc(C)cc1 | 18% | -1.2% | 9.0 | 74 | 7% | -4% | 12% | -1% | 0.4% | 13%
CCC1CCCCN1CCCNC(=O)c1cn(C)c2ccc(S(=O)(=O)N3CCOCC3)cc2c1=O (stereo unspecified) | 0.0% | -0.6% | -0.8 | 60 | -3% | -1% | -6% | 8% | 0.0% | 9%
Cc1ccsc1-c1n[nH]c(=S)n1CC(C)C | 1.9% | 0.5% | 0.1 | 48 | 4% | -7% | -5% | 0% | 2.5% | 5%
CC(Sc1nnc(-c2cccs2)n1Cc1ccccc1)C(=O)NCc1ccc2c(c1)OCO2 (stereo unspecified) | 0.0% | -0.1% | 0.5 | 42 | 9% | 6% | -1% | 1% | -0.7% | 4%
CCCNC(=O)Nc1ccc2c(c1)N(C)C(=O)c1ccccc1S2 | -0.1% | -1.1% | 1.7 | 100 | 9% | 6% | 1% | 0% | 0.4% | 21%
Cc1ccnc(NC(=O)c2cc([N+](=O)[O-])cc([N+](=O)[O-])c2)c1 | -0.7% | -0.6% | 0.6 | 43 | 0% | -10% | 7% | 4% | -0.2% | -25%
CC1CC(C)CN(S(=O)(=O)c2ccc(NC(=O)C3CSC4(C)CCC(=O)N34)cc2)C1 (stereo unspecified) | 3.5% | / | -0.5 | 61 | 2% | 2% | / | / | -0.8%[50 µM] | 24%
O=C(c1cc(-c2ccc(O)cc2)on1)N1CCN(c2ccc(F)cc2)CC1 | 6.7% | -0.8% | 4.7 | 70 | -6% | 0% | 4% | 6% | 0.6% | 17%
C#Cc1ccc([C@@H]2C=C(C(=O)N3CCN(Cc4ccc5c(c4)OCO5)CC3)O[C@H](OCC)[C@H]2CCCO)cc1 | 1.6% | 0.8% | -4.4 | 90 | 9% | -3% | 3% | 0% | -0.5% | 5%
CCn1cc(CNC(=O)NC2CCCCC2)c(C)n1 | 0.6% | 0.3% | -0.3 | 45 | 2% | -1% | 2% | 17% | 0.9% | 3%
Cc1noc(C)c1S(=O)(=O)N1CCC(C(=O)N2CCN(Cc3ccc4c(c3)OCO4)CC2)CC1 | 5.1% | / | -2.4 | 60 | 14% | 1% | 2% | -5% | 2.6% | -1%
O=C1CCCC2=C1C(Cc1ccccc1)C1=C(CCCC1=O)O2 | 7.8% | 0.5% | 0.4 | 86 | 6% | 3% | -1% | -4% | -0.1% | 12% | NS5 inhibitors pilot replicate=-2.7
CC1CC(C)CN(C(=O)c2cccc(N3C(=O)c4ccccc4C3=O)c2)C1 (stereo unspecified) | 0.7% | / | 1.5 | 67 | 0% | -7% | / | / | 0.2%[50 µM] | /
CCCNC(=O)Cn1c(=O)oc2ccccc21 | 0.2% | 0.1% | -0.1 | 63 | 5% | -1% | -1% | 20% | 0.0% | 0%
Cc1ccc(-c2ccnc3c(Br)c(C)nn23)cc1 | 17% | 0.7% | 0.5 | 124 | 8% | 2% | 2% | 10% | 0.1% | 2%
COc1ccc([N+](=O)[O-])cc1NC(=O)c1cccs1 | 1.8% | -0.9% | 0.1 | 85 | 6% | 2% | 7% | -7% | -0.7% | 0%

Bioassay records: PubChem BioAssay, several laboratories
